Screens from PubChem BioAssay.
JMJD2A Tudor inh: inhibitors of human JMJD2A Tudor domain | O75164 | AlphaScreen JMJD2A-Tudor / H3K4me3 peptide binding | Potency, µM (titrated, usually from 114 µM), for the others: top-dose activity change, negative = inhibition, actives largely listed as inhibitors | 4.4% of 390,000 active | AID 504339; note: % is set by controls: 0 for no effect and ±100 for the full control effect; nearly all actives have a fitted effect of over 50% in size
GLS inhibitor: glutaminase GLS (human) inhibition | GLS enzymatic activity, qHTS titration | AID 624170 | 0.21% of 410,000 active | O94925 | Potency, µM (doses to about 45.5 µM), inactives show at the highest dose activity change, negative = inhibition, hits mostly inhibitors; note: % is set by controls: 0 for no effect and ±100 for the full control effect
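hKGA in 45 mM KH2PO4 (pH 8.2), 0.02% Tween-20 with compound, then 1mM L-Glutamine (stock as added) plus glutamate oxidase/HRP/Amplex red coupling mix. Fluorescence read initially and after 30 min at RT; signal change reflects glutamate formation.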
Pin1 inhibitor: blocks the human prolyl isomerase Pin1; 0.009% of 390,000 active; Pin1 FP peptide displacement, HiFluor488, 10 min; Potency, µM (highest dose often 115 µM), inactives show top-dose activity, negative = inhibition, usual class: inhibitors; Q13526; active = well fitted inhibition curve with a large enough effect in the polarisation, with a control signal flat, not every such curve was filed as active; inconclusive = small, poorly fitted or top-dose-only effect, or effect the other way, or a change in a side signal; inactive = no such curve, though single readings can be large or run the other way; the % refers to the polarisation; note: % is set by controls: 0 for no effect and ±100 for the full control effect
Pol iota inh: blocks human DNA polymerase iota activity; Pol iota fluorescent replication assay, 10 min; Potency, µM (titrated, usually from 115 µM), inactives show at the top dose activity, negative = inhibition, hits mostly inhibitors; 1% of 390,000 active; AID 588590
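Pol iota at 10 nM preincubated 15 min with compounds at room temperature; reaction started with fluorescent substrate, 50 nM final. Fluorescence read kinetically at 0 and 10 min; buffer-only wells as negative control.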
Tb PGK inh: inhibitors of T. brucei phosphoglycerate kinase. PGK/GAPDH coupled, Kinase-Glo luminescence, 60 min. Potency, µM (series often up to 57.5 µM), for the others: top-dose activity change, negative = inhibition, most hits filed as inhibitors. 0.043% of 380,000 active; note: % is set by controls: 0 for no effect and ±100 for the full control effect; nearly all actives have a fitted effect of over 60% in size
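Recombinant glycosomal PGK reaction used 1,3-bisphosphoglycerate generated in-well by GAPDH (100nM final) in 100mM TEA pH 7.6, 5mM MgCl2, 0.01% Tween-20. After 60 minutes at room temperature, ATP was read by Kinase-Glo Plus luminescence end-point.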
BAZ2B block: inhibitors of human BAZ2B bromodomain | Q9UIF8 | AlphaScreen BAZ2B-H3K14Ac peptide displacement | Potency, µM (highest dose often 114 µM), without a hit: top-dose activity change, negative = inhibition, actives largely listed as inhibitors | 4.4% of 360,000 active | AID 504333; note: % is set by controls: 0 for no effect and ±100 for the full control effect; nearly all actives have a fitted effect of over 60% in size
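AlphaScreen displacement of biotin-H3(5-23)K14Ac peptide (50 nM final) from BAZ2B (50 nM final) in PBS pH 7.4, 0.01% Tween-20; complex preformed 30 min RT, then compounds (top 110 uM) 30 min RT, beads 20 min dark.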
HP1b chromo inh: inhibitors of HP1-beta chromodomain binding to methylated histone tails; P83916; AlphaScreen HP1-beta / biotin-H3K9me3 peptide binding; Potency, µM (top dose mostly 114 µM), for the others: at the highest dose activity change, negative = inhibition, actives largely listed as inhibitors; 0.56% of 390,000 active; AID 540317; note: nearly all actives have a fitted effect of over 70% in size; inactives centre near 23
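Compound inhibition of the preformed complex between 50 nM HP1-beta and 50 nM biotinylated H3K9me3 peptide was read by AlphaScreen. Buffer was PBS pH 7.4 with 0.01% Tween-20. Incubations ran 30 min at room temperature, with 10 ug/mL donor/acceptor beads.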
G9a block: blocks human histone lysine methyltransferase G9a. 8.8% of 350,000 active. Potency, µM (highest dose often 102 µM), without a hit: at the top dose activity, negative = inhibition, actives largely listed as inhibitors. Q96KQ7. G9a H3K9 monomethylation, AlphaScreen, 2 h; note: % is set by controls: 0 for no effect and ±100 for the full control effect; nearly all actives have a fitted effect of over 75% in size
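G9a (20 nM) was preincubated 15 min with compound, then reacted 2 h at room temperature with 500 nM biotin-H3K9 peptide and 20 µM SAM. Monomethyl-H3K9 detected by AlphaScreen using anti-H3K9me1 antibody.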
BLM inh: blocks DNA unwinding by human BLM helicase; 0.2% of 350,000 active; Potency, µM (series often up to 56.1 µM), inactives show top-dose activity change, negative = inhibition, actives largely listed as inhibitors; P54132; recombinant BLM DNA unwinding, fluorescence dequenching;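 note: plate controls were vehicle for no effect and no enzyme for full effect; nearly all actives have a fitted effect of over 35% in size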
* hit, by the source's call; i = inactive; u = inconclusive; x = no result given; & = joins results of further samples; [ ] = remark or other dose. Unless noted, calls come from the whole dose curve; as a rule, active = well fitted curve in the direction sought with a large enough effect; inconclusive = small, poorly fitted or top-dose-only effect, or another doubt; inactive = no such curve, though single readings can be large; an effect the other way counts as inactive or inconclusive. Potency is the fitted concentration of half-maximal effect. An excerpt (hit frequency here may not be typical).

SMILES	JMJD2A Tudor inh	GLS inhibitor	Pin1 inhibitor	Pol iota inh	Tb PGK inh	BAZ2B block	HP1b chromo inh	G9a block	BLM inh
O=C(c1ccccc1)N1N=C(c2ccccc2)CC1c1ccc2nccnc2c1 (stereo not given)	-32%	-6%	38%[activator]	22%	i	-30%	9%	16%[59 µM]	-1%
N#C/C(=C/c1ccc(CNC(=O)C(=O)Nc2cc(Cl)cc(Cl)c2)o1)C(=O)NCc1cccnc1	-2%	12%	12%	-12%	6%	-2%	18%	13%[59 µM]	-21%
O=c1c2ccccc2nc(COc2ccccc2)n1/N=C/c1ccc(O)cc1O	-36%	17%	2%	32%[activator]	-2%	u	-8%	2%	-7%
COCCCNC(=O)c1cc2c(=O)oc3ccc(C)cc3c2s1	-2%	-1%	-1%	11%	i	-5%	36%	4%[59 µM]	3%
O=C(CCS(=O)(=O)c1ccc(Cl)cc1)Nc1ccc(N2CCOCC2)cc1	-10%	0%	6%	32%[activator]	i	-20%	16%	-27%	-4%
Cc1cc(C)c(OCC(=O)N(Cc2cccs2)C2CCS(=O)(=O)C2)c(C)c1 (stereo not given)	-19%	2%	-1%	132%[activator]	1%	6%	6%	10%	0%
CCSc1nc2c([nH]c3ccccc32)c(=O)n1-c1cccc(OC)c1	-15%	-11%	-3%	12%	-5%	-11%	7%[57 µM]	-7%[59 µM]	-5%
Cc1cccc(/C(N)=N/OC(=O)COc2ccc(Cl)cc2)c1	14%	3%	u	7%	x	9%	74%[activator]	15%	2%
COc1ccccc1CNC(=O)C/C(C)=N/NC(=O)Cc1ccc(OC)c(OC)c1	-16%	4%	-9%	10%	1%	3%	21%	20%[59 µM]	-1%
COCCn1c(=S)[nH]c2cc(C(=O)NCC3CCCO3)ccc2c1=O (stereo not given)	18µM*	-4%	-9%	-1%	-9%	u	24%	u	-1%
O=C(NCc1ccc(Cl)cc1)c1ccc2nc[nH]c2c1	-30%	15%	0%	4%	i	-9%	-20%	u	-2%
Cc1cc(Cl)c(Cl)cc1S(=O)(=O)NCCCn1ccnc1	-28%	-1%	-9%	u	0%	-35%	21%	14%	-1%
O=C(Nc1ccccc1)O/N=C/c1ccncc1	5%	22%	-5%	9%	-5%	-1%	11%	7%[0.501 µM]	0%
O=C(Nc1ccccc1)Nc1c(F)cccc1F	-11%	1%	1%	57%[activator]	3%	-19%	19%	-19%	-3%
Cc1cc2c(=O)[nH]c(Cc3ccccc3)nc2s1	-13%	19%	-2%	-1%	2%	2%	14%	-8%	1%
Cc1cc(NC(=O)COc2ccc3ccccc3c2)no1	3%	-3%	-4%	1%	-2%	8%	5%	2%	-2%
O=C(Nc1cccc(Cl)c1)OCc1cncs1	-22%	6%	1%	-4%	-3%	3%	30%	-2%	-2%
CCC(C(=O)Nc1c(C)cc(C)cc1C)n1c(=O)c(-c2ccccc2NC(C)=O)nc2ccccc21 (stereo not given)	-20%	-1%	-8%	u	x	-34%	2%	-35%[59 µM]	0%
COC(C(=O)Nc1c(F)cccc1F)c1ccccc1 (stereo not given)	-1%	-4%	-15%	23%	i	2%	23%	-7%	-2%
Cc1cc(NCCN2CCOCC2)n2ncc(-c3ccccc3)c2n1	-17%	12%	3%	-13%	-8%	10%	14%	-6%	-2%
O=C(O)/C=C/C(=O)Nc1nc(-c2ccc3ccccc3c2)cs1	-3%	5%	0%	u	-11%	x	42%[activator]	x	x
Cc1ccc(NC(=O)CCC(=O)c2ccc(F)cc2)cc1Cl	-11%	0%	0%	-2%	-1%	-2%	46%[activator]	-2%	-3%
COc1ccc(-c2nnc(SCC(=O)NCc3cccs3)n2C)cc1	-2%	-9%	1%	10%	x	2%	31%	15%[59 µM]	-5%
C=CCn1c(Cn2nnc3ccccc32)nnc1SCC(=O)N/N=C/c1cc(Br)cc(OC)c1O	-10%	28%	10%	u	i	-2%	5%	u	0%
CCOC(=O)c1c(S(=O)(=O)N2CCCC(C(=O)Nc3ccc(C)cn3)C2)c(C)n(C)c1C (stereo not given)	-16%&-21%	-1%&0%	-10%&2%	-5%&10%	-8%&-2%	-18%&-3%	33%&18%[activator]	-39%	-5%&-4%
Cc1nc(NC(=O)CN2CCOCC2)sc1-c1ccccc1	-6%	2%	8%	10%	1%	-12%	21%	-40%[59 µM]	-2%
CC(C)C1N=C(c2ccc3c(c2)OCO3)CC(c2ccccc2O)N1 (stereo not given)	-31%	11%	21%	u	6%	u	15%	u	-8%
CCOC(=O)Nc1ccc(NC(=O)c2c(OC)cccc2OC)cc1	-4%	-1%	2%	25%	x	1%	15%	-3%[59 µM]	-5%
CCCn1c(N2CCN(Cc3ccc(Cl)cc3)CC2)nc2ccccc21	u	6%	0%	-3%	0%	u	6%	u	-10%
CN(c1ccc(F)cc1)S(=O)(=O)c1ccc(Cl)c(C(=O)NCc2ccco2)c1	-15%	2%	-9%	23%	-2%	x	24%	x	x
CC(CC(=O)N(C)C1CCCCC1)S(=O)(=O)c1ccc2c(c1)NC(=O)CO2 (stereo not given)	1%	-7%	6%	13%	i	-19%	51%[activator]	21%	-1%
O=S(=O)(c1ccc(F)cc1)N1CCCNCC1	0%	-2%	-2%	-21%	i	5%	24%	u	-1%
CCCSCCCNC(=O)c1ccc2nc(Cc3ccccc3)oc2c1	-17%	1%	u	8%	3%	-2%	19%[57 µM]	-4%[59 µM]	-2%
O=C(C1CCN(S(=O)(=O)c2ccc(Br)s2)CC1)N1CCN(c2cccc(Cl)c2)CC1	1%	-5%	17%	2%	-4%	6%	37%	3%[59 µM]	-6%
CCNC(=O)c1c(NC(=O)c2cc(-c3cc(C)cc(C)c3O)n[nH]2)sc2c1CCCC2	-19%	6%	1%	-5%	-3%	x	12%	x	x
COC(C[C@H]1O[C@@H]1[C@H](O)COCc1ccccc1)OC	-4%	1%	3%	u	2%	6%	26%	20%[59 µM]	0%
CCC1=NN(C(=O)C(=O)Nc2ccccc2OC)C(O)(C(F)(F)F)C1 (stereo not given)	-9%	5%	3%	11%	x	-8%	58%[activator]	7%[0.501 µM]	-3%
CCOCCCNCc1cccc(OC)c1	3.5µM*	6%	1%	4%	0%	u	-52%	4µM*	-1%
O=[N+]([O-])c1ccc(NNS(=O)(=O)c2cc(Cl)ccc2Cl)nc1	-33%	3%	14%	-8%	-4%	-19%	-8%	-7%[0.501 µM]	-4%
Cc1nn(CCC(=O)NNC(=S)Nc2ccc(F)cc2)c(C)c1[N+](=O)[O-]	-7%	11%	2%	-5%	i	13%	44%[activator]	u	-5%
CS(=O)(=O)NN1C(=O)c2ccccc2NC1c1cc2ccccc2nc1Cl (stereo not given)	12%	-2%	-1%	59%[activator]	-2%	-4%	52%[activator]	12%[59 µM]	3%
Cc1[nH]nc(N=CC2=C(O)CC(C)(C)CC2=O)c1-c1ccccc1	-9%&-6%	11%&-16%	-8%&-1%	26%&-3%	-4%&-3%	5%	13%&29%	3%	-6%
CC1=C(C(N)=O)C(c2ccc(F)cc2)n2nc(CCCO)nc2N1 (stereo not given)	2%	16%	3%	-3%	7%	13%	44%[activator]	15%	0%
CC(=O)Nc1ccc(Cc2ccncc2)cc1	-4%	-2%	-3%	18%	-2%	-4%	20%	9%[59 µM]	0%
O=C(C1CCN(S(=O)(=O)c2ccccc2)CC1)N1CCN(Cc2ccccc2)CC1	-4%	1%	-3%	29%	-3%	-1%	24%	18%	1%
CCCCOc1ccc(CNC(=O)NS(=O)(=O)c2ccc(OCC)cc2)cc1	-2%	17%	11%	13%	8%	6%	21%	22%[59 µM]	-3%
CCCCCn1c(SCC(=O)CC(=O)OCC)nc2cc(C(=O)N3CCC(C(N)=O)CC3)ccc2c1=O	-25%	-8%	0%	189%[activator]	-3%	6%	15%	3%	-1%
COc1ccc(C2=NN(C(C#N)c3ccc(OC)c(OC)c3)C(c3ccccc3)C2)cc1 (stereo not given)	7%	-11%	28%	6%	1%	58%[activator]	101%[activator]	u	-16%
CCN(C(=O)c1ccc2c(c1)OCO2)C12CC3CC(CC(C3)C1)C2	6%	-1%	-3%	-30%	-3%	x	51%[activator]	x	x
Cc1ccccc1NS(=O)(=O)c1ccc(C(=O)NCC(c2ccco2)N2CCCCC2)cc1 (stereo not given)	-22%	-3%	1%	15%	-10%	-9%	15%	-25%	x
COc1ccccc1NC(=O)COc1ccc(Br)cc1CNC1CCCC1	-19%	2%	0%	124%[activator]	u	-33%	1%	33%[12.7 µM]	7%
Cn1c(SCC(=O)c2ccc(O)c(O)c2)nnc1-c1ccccc1	-14%	-23%	-10%	u	-10%	u	16%	6%	0%
CC(C)CCN1CCNC(=O)C1CC(=O)Nc1ccc(F)cc1 (stereo not given)	-12%	8%	4%	6%	-5%	-21%	8%	-2%[59 µM]	3%
CSCCC1NC(=O)C(C(C)=Nc2ccccc2)=C1O (stereo not given)	-15%	-9%	-8%	-1%	i	x	18%	x	x
C=CCN1C=C2C(=O)C(C)(OC(=O)c3cnc4ccccc4n3)C(=O)C=C2C=C1/C=C/COC (stereo not given)	u	u	u	u	i	x	7%	x	-4%[12.4 µM]

Sorted by number of heavy atoms (ascending): part of the list above.
SMILES	JMJD2A Tudor inh	GLS inhibitor	Pin1 inhibitor	Pol iota inh	Tb PGK inh	BAZ2B block	HP1b chromo inh	G9a block	BLM inh
Cc1[nH]nc(N=CC2=C(O)CC(C)(C)CC2=O)c1-c1ccccc1	-9%&-6%	11%&-16%	-8%&-1%	26%&-3%	-4%&-3%	5%	13%&29%	3%	-6%
CCCn1c(N2CCN(Cc3ccc(Cl)cc3)CC2)nc2ccccc21	u	6%	0%	-3%	0%	u	6%	u	-10%
CCNC(=O)c1c(NC(=O)c2cc(-c3cc(C)cc(C)c3O)n[nH]2)sc2c1CCCC2	-19%	6%	1%	-5%	-3%	x	12%	x	x
CCC(C(=O)Nc1c(C)cc(C)cc1C)n1c(=O)c(-c2ccccc2NC(C)=O)nc2ccccc21 (stereo not given)	-20%	-1%	-8%	u	x	-34%	2%	-35%[59 µM]	0%
